FadD28 binding: inhibitors of Mycobacterium tuberculosis FadD28 bisubstrate binding; AID 588549; inhibition, % at 12.5 µM; FadD28 bisubstrate probe binding, fluorescence polarization; 0.22% of 360,000 active; in the data active means inhibition above about 8.5%, passing the limit was not always enough; inconclusive means no clear call, values can overlap the other calls
TcdB GH inh: TcdB glycohydrolase inhibition. 0.24% of 350,000 active. inhibition, % at 9.99 µM. TcdB glycohydrolase enzymatic assay, plate reader. P18177; in the data active means inhibition above about 10%
Yp Topo-I inh: Y. pestis Topo-I inhibition via cleavage products; Y. pestis Topo-I cleavage product accumulation, plate reader; activity, % at 10 µM; 0.064% of 360,000 active; AID 504884; in the data active means activity above about 50%, passing the limit was not always enough; inconclusive means no clear call, values can overlap the other calls; further: inactives centre near 2
Anthrax LF prot: anthrax lethal factor protease inhibition; multiplex microsphere protease cleavage assay, LF; inhibition, % at 10 µM; 0.12% of 360,000 active; P15917; further: plate controls were buffer without enzyme for full effect and enzyme alone for no effect
Target sequence (P15917 whole entry, looked up): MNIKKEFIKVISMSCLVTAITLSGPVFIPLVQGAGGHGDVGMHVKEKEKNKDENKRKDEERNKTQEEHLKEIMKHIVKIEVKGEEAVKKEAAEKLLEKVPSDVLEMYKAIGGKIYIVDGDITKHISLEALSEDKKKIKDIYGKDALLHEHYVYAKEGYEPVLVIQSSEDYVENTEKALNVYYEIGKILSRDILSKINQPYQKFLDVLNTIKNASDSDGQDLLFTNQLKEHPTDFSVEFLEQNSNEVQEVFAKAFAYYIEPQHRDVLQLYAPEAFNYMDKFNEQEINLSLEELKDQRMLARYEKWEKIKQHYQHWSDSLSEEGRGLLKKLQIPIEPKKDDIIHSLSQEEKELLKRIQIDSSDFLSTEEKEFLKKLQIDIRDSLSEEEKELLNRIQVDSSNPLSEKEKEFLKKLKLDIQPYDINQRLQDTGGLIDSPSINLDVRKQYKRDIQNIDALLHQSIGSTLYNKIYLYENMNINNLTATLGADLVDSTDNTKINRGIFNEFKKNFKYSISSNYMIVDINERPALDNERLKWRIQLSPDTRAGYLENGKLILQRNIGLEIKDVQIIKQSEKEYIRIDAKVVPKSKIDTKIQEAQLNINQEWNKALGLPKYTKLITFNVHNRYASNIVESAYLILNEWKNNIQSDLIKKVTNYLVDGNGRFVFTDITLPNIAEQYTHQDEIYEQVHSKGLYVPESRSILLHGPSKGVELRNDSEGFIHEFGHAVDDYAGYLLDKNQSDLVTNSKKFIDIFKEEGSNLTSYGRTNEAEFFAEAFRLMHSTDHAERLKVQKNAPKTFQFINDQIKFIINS
PfHsp40 rescue: rescue of PfHsp40-mediated yeast toxicity; S. cerevisiae expressing PfHsp40, growth rescue, ATP luminescence; growth rescue, % at 12.5 µM; 0.68% of 340,000 active; AID 504582; in the data active means growth rescue above about 28%, passing the limit was not always enough; inconclusive means no clear call, values can overlap the other calls;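 further: yeast W303a lacking pdr1 and pdr3 grown in galactose medium; growth measured after three days at 30 °C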
BoNT-F LC inh: blocks Botulinum neurotoxin F light chain protease; 0.22% of 360,000 active; inhibition, % at 10 µM; Multiplex microsphere protease cleavage assay, flow cytometry; in the data active means inhibition above about 35%, passing the limit was not always enough; inconclusive means no clear call, values can overlap the other calls; further: plate controls were buffer without enzyme for full effect and enzyme alone for no effect
PrPC TRFRET: inhibitors of human cell surface prion protein PrPC | 0.43% of 370,000 active | inhibition, % at 13.8 µM | TR-FRET read-out | AID 720596; in the data active means inhibition above about 24%; further: 0% = median of the test wells and 100% = reference compound wells
BoNT-A LC inh2: inhibitors of Botulinum neurotoxin A light chain protease | 0.17% of 360,000 active | multiplex microsphere protease substrate cleavage, flow cytometry | inhibition, % at 10 µM; further: plate controls were buffer without enzyme for full effect and enzyme alone for no effect
CCHF vOTU inh: blocks the CCHF virus ovarian tumor domain protease | AID 651958 | inhibition, % at 11.5 µM | CCHFV vOTU protease, Pep-AMC fluorescence | 0.55% of 370,000 active; in the data active means inhibition above about 30%; further: 0% = vehicle wells with enzyme and 100% = no enzyme wells
Starred values were filed as active, the others as inactive; ? = inconclusive; · = not tested or not shown. Unless noted, no stated cut-off is given here; in the data, active means inhibition above about 30%; inconclusive means no clear call, values can overlap the other calls; inactive means below that. Rows are unselected, and some 2.3% of all compounds hit somewhere here.

SMILES | FadD28 binding | TcdB GH inh | Yp Topo-I inh | Anthrax LF prot | PfHsp40 rescue | BoNT-F LC inh | PrPC TRFRET | BoNT-A LC inh2 | CCHF vOTU inh
O=c1[nH]c(=O)n(-c2cccc3ccccc23)c(O)c1C=NCc1ccc2c(c1)OCO2 | -2.4 | · | 0.7 | -4.6 | 17.1 | 7.2 | 10.0 | 0.8 | 5.8
CCOc1ccc(Cn2c(O)cc(=O)[nH]c2=O)cc1 | -1.4 | 0.9 | -0.6 | -0.3 | -0.3 | -1.8 | -3.6 | -0.3 | 5.1
CNc1nc(OCC(F)(F)F)nc(N2CCOCC2)n1 | -3.4 | · | -1.7 | -2.5 | 0.8 | -5.1 | -4.9 | -0.1 | 14.5
CCOc1[nH]n(-c2ccc(Cl)cc2)c(=O)c1C=Nc1ccc(Cl)cc1 | 0.1 | · | -3.6 | -0.2 | -0.5 | -0.6 | -4.4 | -0.1 | -6.1
O=C(Nc1ccc2oc(-c3cccnc3)nc2c1)c1ccco1 | -4.1 | · | -7.4 | -1.6 | 5.2 | 7.8 | 1.8 | -0.3 | -13.2
O=C(N/N=C/c1cccc(OC(=O)c2cccc(Br)c2)c1)c1cccnc1 | -7.6 | 2.0 | 20.7 | -2.8 | 1.3 | -17.2 | 4.5 | -1.9 | 6.0
CC1CCC(C(C)C)C(OC(=O)COC(=O)c2ccccc2N)C1 (stereo not drawn) | 0.2 | · | 17.7 | -6.2 | 1.3 | -12.9 | -2.8 | -2.1 | 8.4
COc1ccccc1Oc1cn[nH]c1-c1ccc(O)cc1O | 1.0 | 19.3* | 0.8 | 3.0 | 3.2 | -9.1 | 2.3 | -5.1 | -9.4
CN(C)S(=O)(=O)c1cc(NC(=O)CN2CCNC(=O)C2)ccc1Cl | -2.1 | 0.3 | -9.5 | -0.2 | -0.8 | 0.2 | -5.0 | 0.1 | -11.5
CC(=O)NCC1(c2ccccc2)CCN(CC2COc3ccccc3O2)CC1 (stereo not drawn) | -2.7 | -0.9 | · | 3.1 | · | -8.8 | -15.4 | -0.1 | 0.5
CC(C)CC1(C)NC(=O)N(Cc2cc([N+](=O)[O-])cc3c2OCOC3)C1=O (stereo not drawn) | -0.4 | -2.1 | -5.8 | -3.5 | 0.2 | -3.4 | -10.4 | -0.9 | 8.1
COC(=O)CCC(=O)Nc1ccc2oc3c(c2c1)CCCC3 | -0.1 | 1.5 | -5.5 | 15.5 | 0.8 | -17.5 | -2.8 | 0.6 | -10.9
Clc1ccc(-c2csc(=Nc3cccnc3)n2CCCn2ccnc2)cc1Cl | 1.1 | 0.4 | 4.4 | 1.2 | -1.4 | -8.0 | -6.3 | 0.2 | 2.5
C=CCOc1ccc(C(=O)CC)cc1OC | -2.2 | 1.6 | -9.9 | -3.4 | 0.6 | 3.3 | -0.6 | 0.1 | 3.2
COc1ccc(NC(=O)CSc2ccccn2)c([N+](=O)[O-])c1 | -2.0 | -0.2 | 22.2 | · | · | · | -18.4 | · | -5.0
CCn1c(C)nc2cc(C(=O)N/N=C/c3ccccc3C)ccc21 | -4.2 | 0.4 | 3.8 | -1.1 | -0.5 | -5.7 | 0.1 | 0.8 | -5.4
CCOC(=O)C1CCCN(C(=O)c2ccc(CS(=O)(=O)Cc3ccccc3C)o2)C1 (stereo not drawn) | -2.2 | 7.1 | 12.7 | -2.5 | 0.3 | -0.4 | -4.8 | 0.3 | 4.8
CC(C)Cn1c(Cc2ccccc2)n[nH]c1=S | -1.7 | 6.4 | 0.1 | -5.5 | -1.0 | -17.3 | 1.1 | -1.5 | -5.9
COc1ccc(S(=O)(=O)N2CCOCC2)cc1NC(=O)COC(=O)c1ccc([N+](=O)[O-])s1 | -2.6 | · | -7.0 | -3.2 | -0.6 | 4.5 | · | 0.5 | ·
FC(F)Oc1ccc(-c2c[n+]3c(n2-c2ccccc2)CCCCC3)cc1 | -3.2 | 1.2 | 1.6 | -8.1 | -0.7 | -3.7 | -2.5 | 0.2 | -5.7

3 entries picked at random from the list so far, as already listed:
SMILES | FadD28 binding | TcdB GH inh | Yp Topo-I inh | Anthrax LF prot | PfHsp40 rescue | BoNT-F LC inh | PrPC TRFRET | BoNT-A LC inh2 | CCHF vOTU inh
C=CCOc1ccc(C(=O)CC)cc1OC | -2.2 | 1.6 | -9.9 | -3.4 | 0.6 | 3.3 | -0.6 | 0.1 | 3.2
CC(C)Cn1c(Cc2ccccc2)n[nH]c1=S | -1.7 | 6.4 | 0.1 | -5.5 | -1.0 | -17.3 | 1.1 | -1.5 | -5.9
CCn1c(C)nc2cc(C(=O)N/N=C/c3ccccc3C)ccc21 | -4.2 | 0.4 | 3.8 | -1.1 | -0.5 | -5.7 | 0.1 | 0.8 | -5.4

The list continues.
SMILES | FadD28 binding | TcdB GH inh | Yp Topo-I inh | Anthrax LF prot | PfHsp40 rescue | BoNT-F LC inh | PrPC TRFRET | BoNT-A LC inh2 | CCHF vOTU inh
COC(=O)c1cc(C(=O)Nc2ccc(Cl)cn2)cc([N+](=O)[O-])c1 | 1.4 | 0.7 | -0.2 | -1.1 | 0.1 | -0.2 | -6.5 | -0.9 | -8.8
CN1CC(C(=O)c2ccc(Cl)cc2)C(c2ccccc2)C1 (stereo not drawn) | -2.9 | 0.2 | -0.2 | 8.9 | -0.9 | 7.1 | -0.8 | 0.6 | 2.1
O=C(c1ccccc1)N1CCN(C(=O)c2ccccc2Br)CC1 | 1.0 | · | -2.5 | 3.9 | -0.7 | -8.6 | 3.1 | -1.1 | -12.5
Cc1ccc(S(=O)(=O)c2cc3ccccc3oc2=Nc2ccc3c(c2)OCCO3)cc1 | -2.7 | · | 2.6 | -0.5 | 0.4 | 0.5 | 0.2 | -0.5 | -5.1
COC(=O)c1ccccc1NC(=O)Nc1ncccc1C | -1.5 | 1.0 | -1.8 | 0.2 | 0.1 | -3.0 | -2.0 | 0.0 | 2.4
COc1cccc(C(=O)NCC2CCCN(C(=O)c3ccc(C=O)cc3)C2)c1OC (stereo not drawn) | 0.3 | 0.3 | -2.3 | -0.4 | 2.0 | 0.8 | 2.2 | 2.4 | -6.4
O=C(O)c1cc(N2C(=O)CCC2=O)ccc1NCc1cccnc1 | -0.2 | -0.2 | -7.8 | 10.3 | 0.5 | -4.5 | 7.7 | 0.7 | 1.6
O=C(NCc1ccccn1)c1cc(Br)ccc1Cl | -1.6 | 0.7 | 8.9 | 1.7 | 0.3 | 1.3 | 9.5 | 0.2 | -10.6
Cc1cccc(CS(=O)(=O)Cc2ccc(C(=O)NCCN3CCCCC3C)o2)c1 (stereo not drawn) | -1.4 | · | -6.9 | -7.1 | 0.6 | 22.3 | 2.3 | 0.6 | 6.7
O=C(COC(=O)c1cccnc1SCC(=O)NCc1ccccc1)NCc1ccccc1 | -0.8 | · | 10.0 | -3.6 | -1.0 | -8.2 | 1.0 | 1.1 | -6.6
CCOC(=O)c1ccc(NC(=O)Cn2nnc3ccccc32)cc1 | -2.6 | · | 4.2 | 2.8 | -0.7 | 7.3 | 7.1 | 0.7 | 18.1
Cc1ccc(S(=O)(=O)NCC(=O)N(CC(=O)NC2CCCC2)CC2CCCO2)cc1 (stereo not drawn) | · | 0.3 | -4.3 | -1.4 | -0.8 | -5.9 | -8.5 | 1.4 | 5.2
Nc1ccc(C(=O)N/N=C\c2cc(N=Nc3cccc4ccccc34)ccc2O)cc1 | -7.7 | · | -28.8 | -12.4 | -0.2 | -11.3 | -5.7 | 1.6 | 15.8
Cc1[nH]c2ccccc2c1C=NNC(=O)c1cc(-c2cccnc2)nc2ccccc12 | -1.6 | 1.4 | -8.3 | · | -0.4 | · | -13.5 | · | 8.9
CCCC(C(=O)Nc1ccncc1)c1ccccc1 (stereo not drawn) | -1.7 | -2.5 | -6.6 | -3.1 | -1.0 | -2.8 | 3.7 | -2.8 | 21.8
Cc1cc(C)n(CC(C)NCc2cn[nH]c2-c2ccc(C)c(C)c2)n1 (stereo not drawn) | -2.9 | -0.2 | 2.4 | -4.4 | 0.8 | 13.0 | -2.0 | -5.2 | -10.4
COc1ccc(NC(=O)NNC(=O)c2ccc3ccccc3c2O)c(OC)c1 | -4.1 | -0.7 | -2.6 | -2.2 | -0.5 | 3.5 | 8.9 | 0.1 | -17.7
CCC(C)(C)n1nnnc1C(c1ccccc1F)N1CCN(C(=O)c2ccco2)CC1 (stereo not drawn) | -3.3 | 1.1 | 14.0 | 2.2 | -1.0 | 4.1 | -2.2 | -2.6 | -0.4
C=CCSC1=C(C#N)C2(CCCCC2)C(C#N)C(=O)N1 (stereo not drawn) | -5.5 | · | 4.0 | 1.2 | 0.0 | 2.0 | 6.6 | ? | -2.1
Cc1cc(Cl)ccc1OCCn1cncn1 | -4.0 | 1.0 | -1.5 | -0.1 | 0.2 | 1.6 | -8.6 | -0.2 | -12.8
O=C(NNS(=O)(=O)c1ccccc1[N+](=O)[O-])c1ccccc1[N+](=O)[O-] | -4.6 | -3.0 | -5.2 | 1.1 | -1.3 | 12.6 | -4.1 | 2.0 | 0.4
Cc1ccc(CN2CCc3c(OCc4ccc(F)cc4)cccc3C2=O)cc1 | -12.0 | · | 26.8 | -1.9 | 0.4 | -5.3 | 6.0 | -0.3 | -16.9
NC(=O)c1ccc(NCCc2ccccc2)c([N+](=O)[O-])c1 | -5.1 | 1.0 | 0.4 | -3.6 | 0.8 | -2.3 | -36.1 | -1.2 | 0.7
Cc1cc(C(=O)COc2ccc([N+](=O)[O-])cc2)c(C)n1C1CC1 | -1.0 | 0.9 | 5.9 | -1.8 | 0.6 | -13.2 | -7.1 | 0.1 | 10.1
O=C(O)c1ccc(NS(=O)(=O)c2ccc(NC(=O)c3ccccc3Cl)cc2)cc1 | -3.6 | 1.3 | 6.0 | -2.6 | 0.3 | -5.8 | -2.8 | 0.4 | -4.8
CC1CN(c2ccc([N+](=O)[O-])cn2)CC(C)O1 (stereo not drawn) | -0.9 | 0.4 | -0.9 | -4.1 | 0.0 | 1.0 | -7.5 | -0.8 | 0.5
Cc1ccc(NS(=O)(=O)c2ccc(C(=O)OCC(=O)N3CCCCC3)cc2)cc1 | -2.2 | -0.4 | 5.5 | 8.1 | 0.9 | -8.1 | -2.6 | -1.7 | -7.9
Cc1ccc(-c2ccc(CCC(=O)O)n2NC(N)=S)cc1 | 0.7 | · | -4.2 | -2.0 | -2.1 | -6.8 | 1.4 | 0.5 | 15.7
CCC(C)c1ccccc1N1CC(C(=O)N(C)CC(=O)Nc2cccc(F)c2)CC1=O (stereo not drawn) | 0.5 | 0.0 | 17.4 | -1.8 | 0.7 | -10.4 | -4.0 | 1.2 | 18.9
CCCCn1c(SCC(=O)OCC)nc2c1c(=O)[nH]c(=O)n2C | -3.0 | 1.5 | 5.6 | -8.9 | -0.5 | 0.0 | -0.6 | -0.6 | -1.6
CCNC(=O)NC(=O)C(C)OC(=O)c1oc2ccccc2c1CSC1CCCCC1 (stereo not drawn) | -4.7 | · | 3.7 | 7.7 | -0.8 | 8.9 | -0.7 | 1.6 | -17.5
NC(=O)C1CCN(C(=O)COCc2cc(-c3ccc4c(c3)OCO4)on2)CC1 | -2.7 | 0.9 | -10.3 | -3.7 | 0.3 | 4.0 | -7.3 | 0.6 | 18.6
O=C(CN1CCOCC1)Nc1ccc(Br)cc1 | -1.5 | 0.0 | -1.7 | -1.2 | 0.0 | 12.3 | 3.1 | -2.1 | 0.5
Cc1cc(C)c2cc(C(=O)Nc3ccc(C)c(F)c3)[nH]c2c1 | -1.9 | 0.6 | 3.2 | -1.9 | -0.3 | -26.9 | 3.7 | -0.3 | -0.9
O=C(Nc1ccc(N2CCCCC2)c(Cl)c1)c1ccc(N2CCOCC2)c([N+](=O)[O-])c1 | 0.4 | · | -0.1 | -12.4 | 0.7 | -6.2 | -2.5 | 0.7 | -12.7
NC(=O)c1ccccc1NC(=O)CCN1C(=O)c2ccccc2C1=O | -0.6 | 0.5 | 1.3 | -3.1 | -0.2 | -17.8 | 0.3 | -2.1 | -6.3
CCN(CC)CCNC(=O)C(=O)NCC1OCCN1S(=O)(=O)c1cccs1 (stereo not drawn) | 0.2 | 0.2 | 6.2 | -4.8 | 0.1 | -9.0 | -1.7 | -2.4 | 7.2
O=c1[nH][nH]c(=O)c2c1[nH]c(=S)n2Cc1ccccc1 | -0.9 | 11.8* | 8.8 | 4.9 | -0.8 | -4.0 | -3.5 | -0.4 | -3.7
